Screening data as filed in PubChem BioAssay.
OXTR potentiator: human OXTR potentiators, primary screen, fluorescence, CHO-OTR cells, Fluo-8 calcium; 0.061% of 320,000 active; Oxytocin receptor (Homo sapiens), P30559; activation, % at 3 µM; Fluo-8 calcium fluorescence, potentiator mode; 0% = oxytocin EC15, 100% = EC100;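 active = activation above that plate's cutoff, the mean activation of tested compounds plus 3 SD, cut at about 6.6% in these data, passing the limit was not always enough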;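 note: 100% uses oxytocin at 75 nM as the full agonist control; some results filed as inactive read as strong as hits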
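test system = CHO-OTR cells, human receptor | compound = single-point 3.0 µM | schedule = 6 min compound pre-incubation at room temperature, 100 s kinetic read | signal = Fluo-8 no-wash calcium dye fluorescence, excitation 470-495 nm, emission 515-575 nm | repeats = single well per compound, singlicate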
V1R ag counter: agonists of human V1a receptor, primary screen, counter-screen for OXTR agonist project, fluorescence, CHO-V1R cells; 0.25% of 320,000 active; Fluo-8 calcium fluorescence, agonist mode; 0% DMSO, 100% 3 nM vasopressin; activation, % at 3 µM; AID 2797, 2010; Vasopressin V1a receptor (Homo sapiens), P37288;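 active = activation above the mean activation of all tested compounds plus 3 SD, per screening run, cut at about 20% in these data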;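 note: signal is peak over basal fluorescence ratio across a 100 second FLIPR read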
Target sequence (P37288 whole entry, looked up): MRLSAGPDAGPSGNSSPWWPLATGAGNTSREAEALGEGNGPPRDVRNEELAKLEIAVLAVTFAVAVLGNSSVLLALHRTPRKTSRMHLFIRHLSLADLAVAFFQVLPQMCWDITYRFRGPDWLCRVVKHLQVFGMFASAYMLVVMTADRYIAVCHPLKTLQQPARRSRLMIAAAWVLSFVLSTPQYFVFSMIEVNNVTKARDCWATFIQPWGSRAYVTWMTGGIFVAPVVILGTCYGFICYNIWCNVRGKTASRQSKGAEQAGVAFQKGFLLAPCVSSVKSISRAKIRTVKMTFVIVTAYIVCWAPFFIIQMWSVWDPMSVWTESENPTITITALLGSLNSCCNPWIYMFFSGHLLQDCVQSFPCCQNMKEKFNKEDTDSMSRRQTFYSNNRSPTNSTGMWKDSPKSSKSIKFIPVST
CHO parental Ca: ATP-evoked calcium signal inhibitors, parental CHO, primary screen, counter-screen for OX1R antagonist project, cell-based, fluorescence, Fluo-8 calcium dye; parental CHO-K1, ATP-induced calcium, Fluo-8 fluorescence; inhibition, % at 5.6 µM; 0.63% of 330,000 active;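 active = inhibition above that plate's mean sample inhibition plus 3 SD, cut at about 26% in these data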;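 note: 0% = ATP-challenged DMSO wells and 100% = DMSO wells without ATP; some compounds past the cut are filed as inactive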
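Test system: untransfected parental CHO cell line; also added: ATP stimulus; dosing: 5.6 µM, single dose; signal: calcium-sensitive Fluo-8 fluorescence; measure: percent inhibition of ATP-evoked calcium rise, normalized to controls; benchmarks: low control ATP plus DMSO, high control DMSO only; replication: one well per compound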
OXTR agonist: human OXTR agonists, primary screen, fluorescence, CHO-OTR cells, Fluo-8 calcium | Oxytocin receptor (Homo sapiens), P30559 | Fluo-8 calcium fluorescence; normalized: DMSO 0%, oxytocin 100% | activation, % at 3 µM | 0.32% of 320,000 active | AID 2435, 2010;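 active = activation above the mean of all tested compounds plus 3 SD, cutoff set per screening run, cut at about 20% in these data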;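 note: peak over basal fluorescence ratio from a 100 s FLIPR kinetic read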
TAAR1 antagonist: human TAAR1 antagonists, primary screen, Fluo-8 calcium fluorescence, CHO RD-HGA16 cells. AID 624466, 2012. 1.5% of 360,000 active. antagonist. Trace amine-associated receptor 1 (Homo sapiens), Q96RJ0. inhibition, % at 3 µM;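 active = inhibition above a per-plate cutoff, the mean inhibition of test compounds on that plate plus 3 SD, cut at about 49% in these data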;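 note: 0% = DMSO plus EC80 beta-PEA response and 100% = DMSO alone without agonist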
Target sequence (Q96RJ0 whole entry, looked up): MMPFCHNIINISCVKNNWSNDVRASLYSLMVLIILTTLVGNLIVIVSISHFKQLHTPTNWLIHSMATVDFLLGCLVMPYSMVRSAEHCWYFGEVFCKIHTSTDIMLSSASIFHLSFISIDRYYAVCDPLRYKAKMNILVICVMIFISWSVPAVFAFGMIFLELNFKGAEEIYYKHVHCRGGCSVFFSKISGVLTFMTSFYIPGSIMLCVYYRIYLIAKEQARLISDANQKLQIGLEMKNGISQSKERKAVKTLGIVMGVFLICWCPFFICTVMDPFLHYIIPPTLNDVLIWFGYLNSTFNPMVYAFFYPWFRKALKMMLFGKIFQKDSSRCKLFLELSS
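Test system: hTAAR1-expressing CHO RD-HGA16 cells, Gα16-coupled; Probe or stimulus: EC80 β-phenethylamine stimulus; Compound dosing: single nominal final test compound concentration of 3 µM; Timing: 140 s kinetic read after compound, 140 s after agonist; Signal: Fluo-8 calcium-sensitive fluorescence; Measure: % inhibition of agonist calcium response; Controls: DMSO and EC80 PEA controls.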
M1 antag: human M1 muscarinic receptor antagonists, primary screen, CHO-K1 cells, Fluo-8 calcium fluorescence, 1536-well; inhibition, % at 3 µM; AID 588852, 2011; Muscarinic acetylcholine receptor M1 (Homo sapiens), P11229; CHO-K1 hM1, ACh EC80 antagonist; 1.3% of 360,000 active;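 active = percent inhibition above its own plate's cutoff, namely the mean of that plate's compound wells plus 3 SD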;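 note: peak over basal fluorescence ratio during 140 s after agonist addition; 0% = ACh EC80 plus DMSO and 100% = DMSO alone without agonist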
M1 PAM: human M1 muscarinic receptor positive allosteric modulators, primary screen, CHO-K1 cells, Fluo-8 calcium fluorescence, 1536-well. Muscarinic acetylcholine receptor M1 (Homo sapiens), P11229. activation, % at 3 µM. CHO-K1 hM1, ACh EC20; 0% = ACh EC20, 100% = maximal ACh. 0.088% of 360,000 active; in the data active = activation above about 19%, passing the limit was not always enough
TAAR1 agonist: human TAAR1 agonists, primary screen, Fluo-8 calcium fluorescence, CHO RD-HGA16 cells; vehicle wells 0%, saturating PEA agonist 100%; activation, % at 3 µM; 0.99% of 360,000 active; Trace amine-associated receptor 1 (Homo sapiens), Q96RJ0; AID 624467, 2012;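 active = activation above the mean activation of all test compounds in the run plus 3 SD, cut at about 38% in these data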
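System: CHO-derived RD-HGA16 cells with stable Gα16 and human TAAR1 / Times: 17-24 h plating, Fluo-8 75 min 37 °C, 30 min RT / Technique: calcium-sensitive Fluo-8 signal, excitation 470-495, emission 515-575 nm / Measure: % activation relative to PEA EC100 response / Benchmarks: DMSO and PEA EC100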
CHRM1 agonist: human M1 muscarinic receptor agonists, primary screen, Fluo-8 calcium fluorescence, CHO-K1 cells, HTS. Muscarinic acetylcholine receptor M1 (Homo sapiens), P11229. CHO-K1 hM1, agonist mode; 0% DMSO, 100% acetylcholine EC100. activation, % at 3 µM. 0.33% of 360,000 active. AID 588814, 2011;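 active = activation above the run's mean compound activation plus 3 SD, cut at about 16% in these data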;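 note: peak over basal fluorescence ratio within a 140 s kinetic read after compound addition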
Numbers without * were called inactive; nt = no result given.

SMILES	OXTR potentiator	V1R ag counter	CHO parental Ca	OXTR agonist	TAAR1 antagonist	M1 antag	M1 PAM	TAAR1 agonist	CHRM1 agonist
Cn1cc(CN2CCC(CO)(CCCc3ccccc3)CC2)c(-c2ccccc2)n1	-15	1.6	-17	4.5	-21	-11	15	6	-4
Cc1[nH]c2ccccc2c1C(=O)C(C)OC(=O)c1ccc(Cl)nc1 (stereo not drawn)	0	1.2	-10	-0.1	-7	5	0	1	-3
CSc1ccc(/C=C(/Sc2nnc(-c3ccccc3)o2)C(=O)O)cc1	-8	1.0	-24	-1.1	7	12	-13	1	-8
Cc1csc(NC(=O)CSc2ccc(-c3ccc(F)cc3)nn2)n1	-7	-1.1	-12	-2.5	6	15	-3	4	-4
C/C(CC(=O)Nc1ccc2c(c1)OCCO2)=N\NC(=O)C(=O)Nc1ccccc1C	-5	-0.5	-16	-1.9	-11	9	-1	2	-4
Cc1ccc(C2(c3ccc(C)cc3)NC(=O)N(CC(N)=O)C2=O)cc1	-7	0.0	-17	0.3	-14	-4	4	16	-2
O=C(Nc1ccc(NC(=O)c2cccc([N+](=O)[O-])c2)cc1)c1cccc([N+](=O)[O-])c1	6	-1.2	-8	-1.0	20	-10	8	6	-2
CC(C)N(C(=O)CSc1nnc(CN2CCCCCC2=O)n1-c1ccccn1)C(C)C	-6	0.5	-15	-0.4	-10	-3	8	2	-6
CCCn1c(SCC(=O)c2cc(OC)ccc2OC)nnc1C(C)C	-4	-0.8	-13	-0.1	-8	14	-6	9	-4
Cc1ccc(Sc2nnc(-c3ccccc3)cc2C#N)cc1	-7	0.7	-15	-0.4	-10	13	3	11	-4
CCCC(=O)NC(c1ccc(C(C)C)cc1)c1ccc2cccnc2c1O (stereo not drawn)	-3	3.1	-23	6.3	10	-8	-1	10	3
COc1ccc(C(=O)O/N=C(\N)Cc2ccc(Cl)c(Cl)c2)cc1OC	-15	0.6	-9	1.6	5	7	-6	2	-7
Cc1n[nH]c(=O)c2c(NC(=O)COC(=O)COc3cccc(Br)c3)oc(C)c12	-1	-0.1	-1	0.3	1	-4	7	3	0
COc1ccc(S(=O)(=O)NCCSc2ccc(Cl)cc2)cc1OC	-12	4.8	-13	6.5	-3	-5	-9	32	5
CCCn1c(N)c(C(=O)CSc2nc3ncc(Cl)cc3[nH]2)c(=O)n(C)c1=O	-3	-0.2	-6	0.0	1	-4	4	4	-3
C/C(=N\NC(=O)c1c(Br)c(C)nn1C)c1ccc(NC(=O)C(C)Oc2ccc(Cl)cc2C)cc1 (stereo not drawn)	-13	2.2	-9	1.3	-4	-6	-12	3	-6
O=C(C1=C(O)C(=O)N(CCN2CCOCC2)C1c1ccncc1)c1ccco1 (stereo not drawn)	-10	3.7	2	0.8	-11	5	7	17	-3
COc1ccccc1N1CCN(C(=O)C(Sc2ccccc2)c2ccccc2)CC1 (stereo not drawn)	-9	0.2	14	-1.0	43	10	-6	6	-2
CCCCC(=O)Nc1ccc(C(=O)NCCc2ccccc2)cc1	-3	-0.7	-7	-2.1	14	-12	7	13	-3
COc1cccc(C(=O)N2CCN(C3CCCCC3)CC2)c1	nt	nt	nt	nt	-12	-9	1	3	-7
Cc1cccc(-c2n[nH]c(=S)n2/N=C/c2ccc(C)o2)c1	0	0.3	-2	-2.7	-20	1	-2	-3	-8
C=CCSc1ncccc1C(=O)O	5	-0.5	-1	0.1	4	9	-5	9	-4
Cc1ccccc1CNC(=O)c1ccccc1SCC(=O)NCc1ccco1	nt	nt	nt	nt	-26	-9	4	5	-3
COc1ccc(NC(=O)N[C@@H](Cc2ccccc2)C(=O)NN)cc1	-15	0.2	-10	-0.8	-20	-15	9	-1	-3
CCOC(=O)c1c(NC(=O)Nc2cccc(Cl)c2)sc(C)c1C	-2	0.6	-8	-0.8	10	8	-6	7	-3

In the list so far, these have a COOH group:
SMILES	OXTR potentiator	V1R ag counter	CHO parental Ca	OXTR agonist	TAAR1 antagonist	M1 antag	M1 PAM	TAAR1 agonist	CHRM1 agonist
CSc1ccc(/C=C(/Sc2nnc(-c3ccccc3)o2)C(=O)O)cc1	-8	1.0	-24	-1.1	7	12	-13	1	-8
C=CCSc1ncccc1C(=O)O	5	-0.5	-1	0.1	4	9	-5	9	-4

Next structures.
SMILES	OXTR potentiator	V1R ag counter	CHO parental Ca	OXTR agonist	TAAR1 antagonist	M1 antag	M1 PAM	TAAR1 agonist	CHRM1 agonist
C=CCNC(=O)c1ccc(S(=O)(=O)CC)c(Cl)c1Cl	-2	0.4	-13	1.7	-7	-12	10	1	-5
CSc1nc(C)cc(C)c1S(=O)(=O)c1ccccc1C	-11	-1.5	1	-1.9	14	-2	1	3	-6
Cc1cccc(Sc2c(C=O)c3ccccc3n2C)c1	-9	0.5	9	-2.0	42	1	0	-1	-4
O=C(Cn1cnc2c(oc3nc4c(cc32)CCCC4)c1=O)Nc1cccc(Cl)c1	-6	1.1	0	0.5	3	-4	6	2	-1
C=CCSc1nc(N)c(C#N)c(-c2ccc(C)cc2)c1C#N	-18	0.6	-19	-1.3	32	-34	1	7	-4
CCN(CC)S(=O)(=O)c1cccc(N=Nc2sc(N)nc2C)c1	-5	1.1	-14	-1.7	0	-10	10	0	-3
O=C(CN1C(=O)c2ccccc2C1=O)Nc1ccc(N2CCOCC2)cc1	-11	0.0	-6	-0.6	14	6	3	1	-3
O=C(CCCN1C(=O)/C(=C/c2ccco2)SC1=S)Nc1ccccc1	-8	-0.5	-9	-2.7	9	3	9	-1	-4
COc1ccc(S(=O)(=O)N2CCN(Cc3cc(OC)c(OC)cc3OC)CC2)cc1	0	1.3	-13	-0.1	-18	-7	6	7	-6
Cc1cccc(N(Cc2ccccc2)C(=O)C2CCN(C(=O)c3ccccc3C)CC2)c1	-2	-0.1	-28	-2.1	-16	-4	6	-1	-2
CC1CCCCC12NC(=O)N(CC(=O)Nc1ccc(S(=O)(=O)Nc3ncccn3)cc1)C2=O (stereo not drawn)	2	0.8	-2	0.4	-19	-3	2	5	-2
COC(=O)/C=C1\N/C(=N\c2nc(C)cc(C)n2)N(c2ccccc2)C1=O	-2	1.6	-9	-0.4	-10	-22	13	0	-1
CCC(c1nnnn1CCc1ccccc1)N(Cc1ccco1)Cc1cc2cccc(C)c2[nH]c1=O (stereo not drawn)	-6	-0.6	-39	-2.1	-12	-29	5	6	-2
CCOC(=O)[C@@H]1[C@H]2COc3ccccc3[C@H]2N2C(=O)N(c3cccc(Cl)c3)C(=O)[C@]12C	5	0.6	-19	1.6	10	8	-6	7	-4
O=C(c1ccc2c(c1)OCO2)N1CCC2(CC1)Oc1ccc(F)cc1C(=O)C21CC(c2ccccc2)=NO1 (stereo not drawn)	-9	1.5	-12	-0.4	38	-1	3	11	-5
COc1ccc(-n2cc(CNC3CCN(C)CC3)c(-c3cccc(F)c3)n2)cc1	-4	5.9	-8	12	19	-5	17	5	1
O=C(Nc1nnc(C2CC2)o1)c1ccc(S(=O)(=O)N2CCCc3ccccc32)cc1	-5	2.1	3	0.1	-2	-10	4	6	0
O=C(O)c1cc(CN2CCOCC2)oc1-c1ccccc1	-3	0.8	0	1.1	0	-14	6	17	-1
COC(=O)c1cc(Br)ccc1NC(=O)Nc1ccccc1	-2	0.2	-4	0.7	12	-3	6	-1	-3
Cc1cc(C)nc(NS(=O)(=O)c2ccc(NC(=O)CCC(=O)O)cc2)n1	-6	0.4	-4	-1.0	-38	-10	7	6	-1
O=C(Cn1cncn1)NCCC(c1ccccc1)c1ccccc1	-16	-0.3	-12	0.6	-14	-6	5	8	-4
CCOC(=O)c1[nH]c(C)c(C(=O)NCCc2ccc(OC)cc2)c1C	7	0.2	-14	1.6	0	8	-3	2	-6
O=C(Nc1ccc(NC(=S)NC(=O)c2ccco2)cc1)c1ccc(Br)cc1	nt	nt	nt	nt	-7	-4	3	12	-2
COc1ccc2c(c1)c(=O)oc1cc(OCC(=O)NC3CCCCC3)ccc12	-3	0.8	-4	0.3	7	5	1	3	0
CC1C(=O)N(c2ccc(S(=O)(=O)N(C)C)cc2)C1(/C=C/c1ccccc1)C(=O)NC1CCCC1 (stereo not drawn)	7	0.5	-7	0.1	-13	-10	10	-1	-7
The results go on.
SMILES	OXTR potentiator	V1R ag counter	CHO parental Ca	OXTR agonist	TAAR1 antagonist	M1 antag	M1 PAM	TAAR1 agonist	CHRM1 agonist
OC(c1cccc(Cl)c1)c1ncc(-c2ccc3ccccc3c2)[nH]1 (stereo not drawn)	nt	nt	nt	nt	-2	13	-8	9	0
Cc1cccc(NC(=O)CCCn2cc([N+](=O)[O-])cn2)n1	-11	-0.2	7	-0.2	-27	-10	11	2	-4
CCCNC(=O)COC(=O)CCC(=O)c1ccc(F)cc1	-8	0.3	-2	-1.0	-12	9	-5	3	-1
COc1ccccc1-c1nc(-c2ccccn2)no1	-5	-1.1	-5	-1.1	-7	-15	6	5	-1
O=S(=O)(Nc1nc(-c2ccco2)c(-c2ccco2)s1)c1ccc(F)cc1F	nt	nt	nt	nt	-19	-11	8	1	-2
CCN(Cc1ccccc1)C(=O)C1CCN(Cc2sccc2C)CC1	-9	4.4	-10	2.1	-3	0	9	3	-13
COc1ccc(C2CC(c3c(-c4ccccc4)c4cc(Cl)ccc4[nH]c3=O)=NN2S(C)(=O)=O)cc1 (stereo not drawn)	-2	0.6	-23	0.2	-12	-3	2	5	-1
Cn1c(-c2csc(-c3cccc(C(F)(F)F)c3)n2)n[nH]c1=S	-20	-1.8	8	-2.6	-12	-6	7	-3	-5
O=C(c1cc(-c2ccc(Br)cc2)nc2ccccc12)N1CCN(c2ccccc2O)CC1	-5	15	-20	-0.1	55*	6	4	4	-2
O=C(O)c1[nH]c2ccccc2c1-c1ccccc1	-2	0.8	-5	0.4	-6	-20	1	23	-2
O=C(O)CC(c1ccccc1)N1C(=O)c2ccccc2C1=O (stereo not drawn)	-3	-0.7	-10	1.6	-17	-10	13	5	-1
